KCNQ1 inh – human KCNQ1 channel inhibition. actives 1.3% (n = 310,000). CHO-K1 KCNQ1, FluxOR thallium flux fluorescence; active compounds read high. B-score at 10 µM;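 active means compounds whose thallium flux B-score, printed positive for inhibition, exceeds three library SD while starting fluorescence stays within three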;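 further: channel opened by potassium depolarization with thallium stimulus after 20 min compound exposure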
hERG protect – hERG (human) protection from proarrhythmic block; CHO-hERG, FluxOR thallium flux, dofetilide IC70 present; activation (rescue from dofetilide block), less the hit threshold, % at 10 µM; actives 0.51% (n = 310,000);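 active means activation above the mean of controls blocked by dofetilide plus 5 SD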;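 further: thallium influx through hERG after potassium depolarization seen as dye fluorescence rise; in these data hits start at about 4.7%; inactives centre near -7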
HDAC3 inhib – inhibitors of human histone deacetylase 3. O15379. recombinant HDAC3, fluorogenic peptide/trypsin coupled, fluorescence. inhibition, % at 8.3 µM. actives 0.15% (n = 320,000). AID 2718; in the data active means inhibition above about 26%, passing the limit was not always enough
KCNK3 block – human KCNK3 channel inhibition, primary screen; B-score at 10 µM; CHO-KCNK3 thallium flux, FluxOR fluorescence; active compounds read low; actives 0.84% (n = 340,000); AID 602410; O14649;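 active means B-score under library mean minus 4 SD, starting fluorescence ratio at most library mean plus 5 SD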;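 further: more negative B-score means stronger inhibition of thallium flux through KCNK3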
TMEM16A inh – mouse TMEM16A channel inhibition, primary screen; normalized B-score (activity score, 25-100; higher = stronger inhibition) at 10 µM; HEK293 TMEM16A/YFP iodide influx fluorescence, ionomycin; actives 1.2% (n = 310,000); Q8BHY3; AID 588511;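 active means ratio plate-corrected score three or more library SD toward inhibition, starting fluorescence score within five deviations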;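 further: score derived from kinetic fluorescence span divided by baseline fluorescence per well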
TRPC4 act – opens the mouse TRPC4 cation channel. HEK293 TRPC4beta/mu-opioid, Fluo4 calcium fluorescence; active compounds read high. B-score at 10 µM. actives 0.49% (n = 310,000);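 active means B-score above 5 SD of library B-scores, and initial fluorescence ratio not above library mean plus 5 SD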;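 further: positive B-score marks a calcium rise read as TRPC4 activation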
Target sequence (Q9QUQ5 whole entry, looked up): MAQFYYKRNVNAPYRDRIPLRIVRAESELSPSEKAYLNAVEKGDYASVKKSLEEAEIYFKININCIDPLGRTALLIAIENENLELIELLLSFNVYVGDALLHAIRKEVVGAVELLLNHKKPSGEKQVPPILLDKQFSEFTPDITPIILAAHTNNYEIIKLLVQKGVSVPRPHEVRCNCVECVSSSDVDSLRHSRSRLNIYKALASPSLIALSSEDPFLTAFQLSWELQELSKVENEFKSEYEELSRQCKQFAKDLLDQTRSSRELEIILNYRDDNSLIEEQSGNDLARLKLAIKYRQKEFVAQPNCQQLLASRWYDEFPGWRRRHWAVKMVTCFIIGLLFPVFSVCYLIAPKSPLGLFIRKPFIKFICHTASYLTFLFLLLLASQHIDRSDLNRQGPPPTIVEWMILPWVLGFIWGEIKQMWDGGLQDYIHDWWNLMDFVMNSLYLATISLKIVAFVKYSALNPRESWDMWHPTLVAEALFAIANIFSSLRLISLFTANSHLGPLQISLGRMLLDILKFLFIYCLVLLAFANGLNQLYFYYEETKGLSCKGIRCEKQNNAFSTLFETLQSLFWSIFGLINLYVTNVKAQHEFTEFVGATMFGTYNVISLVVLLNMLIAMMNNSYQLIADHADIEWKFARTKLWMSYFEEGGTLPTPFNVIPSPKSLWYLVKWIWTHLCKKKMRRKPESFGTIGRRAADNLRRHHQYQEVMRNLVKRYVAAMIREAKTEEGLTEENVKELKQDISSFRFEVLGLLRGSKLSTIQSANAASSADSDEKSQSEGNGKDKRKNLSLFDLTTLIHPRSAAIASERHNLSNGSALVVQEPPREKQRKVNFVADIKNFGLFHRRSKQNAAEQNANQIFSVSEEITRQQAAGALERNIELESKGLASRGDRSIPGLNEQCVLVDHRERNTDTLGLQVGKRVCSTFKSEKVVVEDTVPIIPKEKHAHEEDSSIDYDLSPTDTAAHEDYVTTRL
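Test system: HEK293 cells stably co-expressing mouse TRPC4beta and mu-opioid receptor | Schedule: Fluo4 dye loading 45 min at room temperature, 110 s recording | Measured by: Kinetic Fluo4 calcium fluorescence, 5 s baseline at 1 Hz | Evaluation: B score of integrated ratio | Controls: Buffer (low) and maximal DAMGO (high)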
KCNQ1 act – human KCNQ1 channel potentiation or activation; CHO-K1 KCNQ1, thallium flux FluxOR fluorescence; active compounds read high; B-score at 10 µM; actives 0.35% (n = 310,000);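 active means fluorescence ratio B-score, a plate-corrected score, at least three library SD, with initial intensity B-score within 5 SD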
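Test system: CHO-K1 cells stably expressing KCNQ1 / Medium: assay buffer / Also added: depolarizing K+/Tl+ stimulus, K2SO4 and Tl2SO4 each 12.5 mM in 5x stock / Incubation: 90 min dye loading and 20 min compound exposure, both at room temperature / Signal: thallium influx via FluxOR fluorescence, kinetic imaging / Evaluation: B score of baseline-normalized fluorescence ratio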
DYRK1A inh – inhibitors of rat Dyrk1A kinase; Q63470; ADP-Glo luminescence, NFATc1 peptide; inhibition, % at 12.5 µM; actives 0.43% (n = 310,000); AID 504441; in the data active means inhibition above about 50%;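 further: plate controls were vehicle with enzyme for no effect and no enzyme for full effect; many of its hits are not listed in these tables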
ANO1 activ – mouse TMEM16A channel activation, primary screen | B-score at 10 µM | actives 0.3% (n = 340,000) | HEK293 TMEM16A/YFP-H148Q/I152L, iodide quench fluorescence; active compounds read low | Q8BHY3 | AID 623877;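 active means fluorescence-ratio B-score plate-corrected deviation score at least 3 library SD below zero, with starting fluorescence score within 5 deviations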;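 further: channel opened by trigger with iodide after compound preincubation; score built on the fluorescence ratio of max minus min over baseline; more negative score means more quench and so TMEM16A activation or potentiation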
TRPC4 potent – allosterically enhances the mouse TRPC4 cation channel; Q9QUQ5; HEK293 TRPC4beta/mu-opioid, DAMGO EC20, Fluo-4 Ca2+ flux; active compounds read high; B-score at 10 µM; actives 0.42% (n = 310,000);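 active means B-score of calcium response area above 5 SD of library B-scores, with initial fluorescence ratio within 5 SD of library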;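 further: B-score of integrated fluorescence ratio over time as area under calcium response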
KCNK9 inh – inhibitors of human KCNK9 two-pore domain potassium channel | Q9NPC2 | AID 488922 | actives 1.2% (n = 310,000) | B-score at 10 µM | HEK293 KCNK9, FluxOR thallium flux fluorescence; active compounds read low;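 active means ratio B-score over 3 SD below the library mean, with starting fluorescence within 5 SD of its mean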;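 further: negative B-score means less thallium flux so channel inhibition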
Numbers without * were called inactive; i = inactive; . = not tested or not shown.

SMILES	KCNQ1 inh	hERG protect	HDAC3 inhib	KCNK3 block	TMEM16A inh	TRPC4 act	KCNQ1 act	DYRK1A inh	ANO1 activ	TRPC4 potent	KCNK9 inh
Cc1nc2oc3c(NCC4CCCO4)ncnc3c2c2c1COC(C)(C)C2 (stereo not given)	i	-6	-39	i	i	i	i	4	i	i	i
Cc1ccc2c(=O)[nH]c(Cc3ccccc3C(=O)O)nc2c1	i	-10	0	i	i	i	i	12	i	i	i
CC(C)(C)C1CCC(=NNc2ccc(S(N)(=O)=O)cc2[N+](=O)[O-])CC1 (stereo not given)	i	1	11	i	i	i	i	-5	i	i	i
CC(Oc1ccc(Br)cc1)C(=O)NCC(C)(C)N1CCOCC1 (stereo not given)	i	-4	0	i	i	i	i	.	i	i	i
CCCCN(CCCC)CCCNC(=O)Cn1cc2c(n1)-c1c(oc(C(=O)N3CCCC3)c1C)CC2	i	-6	-3	i	i	i	i	0	i	i	i
N#CC1=C(N)Oc2cc3c(cc2C1c1ccc(Cl)cc1)OCO3 (stereo not given)	i	-3	4	i	i	i	i	-10	i	i	i
CN(C)S(=O)(=O)c1cccc(C(=O)N=C2N=C3C=CC(Cl)=CN3Cc3ccccc32)c1	i	-7	-3	i	i	i	i	3	i	i	i
Cc1ccc(S(=O)(=O)N2[C@@H](c3ccc(F)cc3)C(C(=O)O)=CC[C@H]2c2ccc(Cl)cc2)cc1	.	.	-5	i	25*	.	.	6	i	.	.
N#C/C(=C/c1cccs1)c1nc2ccccc2[nH]1	i	-8	-4	i	i	i	i	1	i	i	i
CCOc1ccc2nc(NC(=O)C3=NNC(=O)CC3)sc2c1	i	-13	-12	i	i	i	i	1	i	i	i
CCNC(=S)Nc1cc(OCC)c(N2CCOCC2)cc1OCC	i	-5	14	i	i	i	i	-1	i	i	i
Nc1nc(-c2ccco2)nn1C(=O)c1ccccc1	i	-9	35*	i	i	i	i	-4	i	i	i
CCOC(=O)c1c(NC(=O)COC(=O)c2ccc(C)s2)sc2c1CC(C)(C)NC2(C)C	i	-16	-17	i	i	i	i	5	i	i	i
CC1CCCCN1CCCNC(=O)c1ccc2c(=O)n(CCc3ccccc3)c(=O)[nH]c2c1 (stereo not given)	i	-12	3	i	i	i	i	0	i	i	i
O=C(COc1ccc(Cl)cc1)NNC(=O)c1ccccc1C(=O)O	i	-1	-8	i	i	i	i	-2	i	i	i
COc1cccc(NC(=O)C(c2ccccc2)N2CCN(c3ccccn3)CC2)c1 (stereo not given)	i	-8	11	i	i	i	i	14	i	i	i
CCN(CC)S(=O)(=O)c1ccc(Cl)c(NC(=O)COC(=O)c2ccc([N+](=O)[O-])o2)c1	i	-9	-3	i	i	i	i	-4	i	i	i
Cc1oc2cc3oc(=O)c(CCC(=O)NCCCN4CCOCC4)c(C)c3cc2c1C	i	-8	2	i	i	i	i	-2	i	i	i
OCCNC(=S)Nc1ccc2c(c1)OCCO2	i	-11	-3	i	i	i	i	.	i	i	i
CCN(CC)C(=O)Cn1cc(S(=O)(=O)CC(=O)NCc2ccc(C)cc2)c2ccccc21	i	-13	2	i	i	i	i	-10	i	i	i
CC(=O)C1=C(O)C(=O)N(c2ccccn2)C1c1ccccc1[N+](=O)[O-] (stereo not given)	i	-8	6	i	i	i	i	2	i	i	i
O=C(CCC1CCCCC1)Nc1c[nH]c(=O)[nH]c1=O	i	-5	1	i	i	i	i	1	i	i	i
Cc1ccc(NC(=S)NC2CCCC2)c(C)c1	i	-5	0	i	i	i	i	16	i	i	i
O=C(COC(=O)CNC(=O)c1ccc(Br)o1)Nc1ccccc1OC(F)F	i	-7	-7	i	i	i	i	1	i	i	i
Cc1oc2c(c1C(=O)O)C(=O)c1ccccc1C2=O	i	-10	4	i	i	i	i	7	i	i	i
Cc1occc1-c1nnc(SCC(=O)c2ccc(Cl)cc2)n1C	i	-6	6	i	i	i	i	10	i	i	i
OCCCNc1ncnc2sc3c(c12)CCN(Cc1ccccc1)C3	i	-7	-54	i	i	i	i	15	i	i	i
Cc1c(C=O)c2cc(OCc3ccccc3)ccc2n1C	i	-2	11	i	i	i	i	.	i	i	i
N#Cc1nc(COc2cccc(Cl)c2)oc1NCc1ccncc1	i	0	-8	i	i	i	i	2	i	i	i
Cc1ccc(NC2CCCN(C(=O)c3cnc4ccccn4c3=O)C2)cc1C (stereo not given)	i	-10	-1	i	i	i	i	-2	i	i	i

HDAC3 inhib, entries above that show a hit
| compound | KCNQ1 inh | HDAC3 inhib | KCNK3 block | TRPC4 act | DYRK1A inh | ANO1 activ | TRPC4 potent | KCNK9 inh |
| --- | --- | --- | --- | --- | --- | --- | --- | --- |
| Nc1nc(-c2ccco2)nn1C(=O)c1ccccc1 | i | 35* | i | i | -4 | i | i | i |

(more compounds)
SMILES	KCNQ1 inh	hERG protect	HDAC3 inhib	KCNK3 block	TMEM16A inh	TRPC4 act	KCNQ1 act	DYRK1A inh	ANO1 activ	TRPC4 potent	KCNK9 inh
O=C(COc1ccccc1)N/N=C/c1cc2c(cc1[N+](=O)[O-])OCO2	i	-1	9	i	i	i	i	7	i	i	i
COc1ccc(CN2CCN(Cc3cccc(Oc4ccccc4)c3)CC2)c(OC)c1OC	i	-14	4	i	i	i	i	-4	i	i	i
CCOc1ccc(NC(C)C(=O)N/N=C/c2cccs2)cc1 (stereo not given)	i	-6	-2	i	i	i	i	0	i	i	i
CC(C)CCC(C)NC(=O)C1CCN(S(=O)(=O)/C=C/c2ccccc2)CC1 (stereo not given)	i	-5	-3	i	i	i	i	2	i	i	i
CCCCS/C(N)=N/N=C/c1ccccc1O	i	-9	5	i	i	i	i	6	i	i	i
COc1ccc(N(CC(O)CN2C(=O)NC(C)(C)C2=O)S(=O)(=O)c2ccc(C)cc2)cc1 (stereo not given)	i	-9	-2	i	i	i	i	3	i	i	i
O=C(Nc1cc2c(cc1C(=O)O)OCCCO2)c1ccc(C(F)(F)F)cc1	i	0	5	i	i	i	i	3	i	i	i
CCOc1ccc(NC(=O)c2cc(OC)nc3ccccc23)cc1	i	-4	-3	i	i	i	i	-1	i	i	i
COc1cccc(CN2CC(C(=O)NCCc3ccc(C)o3)CCC2=O)c1 (stereo not given)	i	-8	3	i	i	i	i	0	i	i	i
O=C(c1cc2cc(Br)ccc2[nH]1)N1CCc2ccccc21	i	-7	-1	i	i	i	i	-1	i	i	i
COc1cccc(OC)c1OCC(O)CN1CCN(c2ccccc2)CC1 (stereo not given)	i	-6	12	i	i	i	i	-2	i	i	i
O=C(/C=C/c1ccco1)NCCc1ccccc1	i	-8	0	i	i	i	i	5	i	i	i
c1ccc(-c2noc(-c3ccc4c(c3)OCO4)n2)cc1	i	0	-5	i	i	i	i	3	i	i	i
COc1cccc(N2CCN(c3ccc4nnc(CCC(=O)Nc5ccccc5OC)n4n3)CC2)c1	i	-25	3	i	i	i	i	-2	i	i	i
COc1cc(CSc2ncn[nH]2)c(OC)cc1CSc1ncn[nH]1	i	-5	-2	i	i	i	i	3	i	i	i

Next section; it opens with the 2 that closed the last part.
SMILES	KCNQ1 inh	hERG protect	HDAC3 inhib	KCNK3 block	TMEM16A inh	TRPC4 act	KCNQ1 act	DYRK1A inh	ANO1 activ	TRPC4 potent	KCNK9 inh
COc1cccc(N2CCN(c3ccc4nnc(CCC(=O)Nc5ccccc5OC)n4n3)CC2)c1	i	-25	3	i	i	i	i	-2	i	i	i
COc1cc(CSc2ncn[nH]2)c(OC)cc1CSc1ncn[nH]1	i	-5	-2	i	i	i	i	3	i	i	i
O=C(NC1CCCC1)C1CCCN(C(=O)Nc2ccccc2)C1 (stereo not given)	i	-4	1	i	i	i	i	-5	i	i	i
COc1ccccc1-c1nc(C(N)=O)c2[nH]c(=O)n(-c3cccc(C)c3)c2n1	i	-8	2	i	i	i	i	1	i	i	i
CSCCC(N=C(NS(=O)(=O)c1ccc(C)cc1)c1ccccc1)C(=O)O (stereo not given)	i	-2	4	i	i	i	i	15	i	i	i
COc1ccc(C2CC(c3ccc(Cl)cc3)=NN2C(C)=O)cc1 (stereo not given)	i	-5	1	i	i	i	i	12	i	i	i
CCC(C)NS(=O)(=O)c1ccc(OCC(=O)N2CCC(C)CC2)cc1 (stereo not given)	i	-2	1	i	i	i	i	-19	i	i	i
CC(C)C[C@H](NC(=O)c1nc[nH]c1C(=O)NCC(=O)OCc1ccccc1)C(=O)OCc1ccccc1	i	-23	28*	i	i	i	i	7	i	i	i

12 structures from above, ordered by number of heavy atoms, smallest number first:
SMILES	KCNQ1 inh	hERG protect	HDAC3 inhib	KCNK3 block	TMEM16A inh	TRPC4 act	KCNQ1 act	DYRK1A inh	ANO1 activ	TRPC4 potent	KCNK9 inh
CCCCS/C(N)=N/N=C/c1ccccc1O	i	-9	5	i	i	i	i	6	i	i	i
O=C(/C=C/c1ccco1)NCCc1ccccc1	i	-8	0	i	i	i	i	5	i	i	i
c1ccc(-c2noc(-c3ccc4c(c3)OCO4)n2)cc1	i	0	-5	i	i	i	i	3	i	i	i
O=C(c1cc2cc(Br)ccc2[nH]1)N1CCc2ccccc21	i	-7	-1	i	i	i	i	-1	i	i	i
O=C(NC1CCCC1)C1CCCN(C(=O)Nc2ccccc2)C1 (stereo not given)	i	-4	1	i	i	i	i	-5	i	i	i
CCOc1ccc(NC(=O)c2cc(OC)nc3ccccc23)cc1	i	-4	-3	i	i	i	i	-1	i	i	i
CCC(C)NS(=O)(=O)c1ccc(OCC(=O)N2CCC(C)CC2)cc1 (stereo not given)	i	-2	1	i	i	i	i	-19	i	i	i
COc1cccc(CN2CC(C(=O)NCCc3ccc(C)o3)CCC2=O)c1 (stereo not given)	i	-8	3	i	i	i	i	0	i	i	i
COc1ccccc1-c1nc(C(N)=O)c2[nH]c(=O)n(-c3cccc(C)c3)c2n1	i	-8	2	i	i	i	i	1	i	i	i
COc1ccc(N(CC(O)CN2C(=O)NC(C)(C)C2=O)S(=O)(=O)c2ccc(C)cc2)cc1 (stereo not given)	i	-9	-2	i	i	i	i	3	i	i	i
COc1cccc(N2CCN(c3ccc4nnc(CCC(=O)Nc5ccccc5OC)n4n3)CC2)c1	i	-25	3	i	i	i	i	-2	i	i	i
CC(C)C[C@H](NC(=O)c1nc[nH]c1C(=O)NCC(=O)OCc1ccccc1)C(=O)OCc1ccccc1	i	-23	28*	i	i	i	i	7	i	i	i

Bioassay records as filed in PubChem.

Some of the compounds tested; count on the stated rates, not on these rows.
